Screening data from PubChem BioAssay.
CCT chaperon mod: modulators of cytosolic chaperonin (CCT/TRiC) activity; purified chaperonin ATPase assay, HTRF ADP detection, 30 min; activity change, % (concentration not given with the values), hits read low; 0.3% of 360,000 active; AID 651819; in the data active = activity change below about -30%; note: % is set by controls: 0 for no effect and ±100 for the full control effect
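First, chaperonin was dispensed at 40 nM or 20 nM final depending on batch activity. Next, compounds were pinned at 76 uM and ATP added at 10 uM. After 30 min at 37 °C, ADP detection reagents ran 30 min at ambient temperature.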
Nrf2 activator: activators of Nrf2 (ARE) signaling. AREc32 ARE-luciferase reporter (MCF7-derived line), luminescence, 24 h. Potency, µM (titrated, usually from 46.1 µM), for inactives: at the top dose activation, actives largely listed as activators. 0.31% of 410,000 active; note: potency is the fitted concentration of half-maximal effect; % of control where 0% means no effect; nearly all actives have a fitted effect of over 65% in size
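Luciferase luminescence (Steady-Glo, 30 min at room temperature) served as the read-out of ARE activation in AREc32 cells treated with compounds for 24 hr at 37 deg C.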
MmCpn inh: blocks the Methanococcus maripaludis chaperonin Mm-Cpn. purified Mm-Cpn ATPase, ADP Transcreener TR-FRET. 0.031% of 330,000 active. Potency, µM (doses to about 76.9 µM), for the others: at the highest dose activity, negative = inhibition, usual class: inhibitors. AID 504842; note: potency is the fitted concentration of half-maximal effect; % is set by controls: 0 for no effect and ±100 for the full control effect; nearly all actives have a fitted effect of over 80% in size
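ATPase read-out: TR-FRET ADP immunoassay (anti-ADP Eu cryptate vs ADP-d2), ex 320 nm, em 590/665 nm; signal drops as ADP forms. Enzyme 25 nM, ATP 10 uM, 30 min at 37°C after 10 min compound preincubation.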
TGFb SMAD3 inh: blocks TGF-b signaling; HepG2 CAGA-GFP TGF-b/SMAD3 reporter, GFP fluorescence, 18 h; TGF-beta stimulated, 500 pg/mL final; Potency, µM (highest dose often 46.1 µM), for the others: at the highest dose activity, negative = inhibition, actives largely listed as inhibitors; 1.2% of 410,000 active; AID 588855; note: potency is the fitted concentration of half-maximal effect; % is set by controls: 0 for no effect and ±100 for the full control effect; nearly all actives have a fitted effect of over 65% in size
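Per well, imaged GFP fluorescence of HEPG2 CAGA-GFP cells gives the signal; cells get compound, then TGF-beta (500 pg/mL final), 18 h at 37 degrees C; %Activity versus -TGF-beta and +DMSO controls.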
HepG2 viability: counter-screen for TGF-b inhibitors: cytotoxicity in HepG2 cells; HepG2 CAGA-GFP viability, ATP luminescence, 18 h; Potency, µM (doses to about 46.1 µM), without a hit: at the top dose activity change, negative = cytotoxicity, usual class: cytotoxic; 0.76% of 410,000 active; AID 588856; note: potency is the fitted concentration of half-maximal effect; some results filed as inactive show a strong effect at the top dose
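HepG2 CAGA-GFP cells (1000/well, DMEM with 1% FBS) received compound, then TGF-beta at 500 pg/mL final, and were incubated 18 hours at 37 degrees C. Viability was read by CellTiter-Glo luminescence. Media-only wells were set as complete cell-killing and DMSO as no toxicity.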
pAkt inh: blocks phosphorylation of Akt; 0.32% of 360,000 active; Neuro2A IGF-stimulated pAkt S473 HTRF, 20 min; hits give low values; activity change, % for hits at 50 µM; AID 651550; in the data active = activity change below about -80%; inconclusive = mostly about -51% to -80%; note: % is set by controls: 0 for no effect and ±100 for the full control effect
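Neuro2A cells in DMEM with 0.5% FBS, overnight at 37 deg C, given compound at single 50 µM final, then IGF (6 nM final) for 20 min at 37 deg C. Lysed; phospho-Akt Ser473 by HTRF after 24 h, 665/615 ratio.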
S2 tox: reduces viability in counter-screen for ATXN expression inhibitors. Potency, µM (doses to about 56.7 µM), usual class: cytotoxic. 0.49% of 400,000 active. S2 cells (HEK-293 line with an ATXN2-luciferase reporter) viability, CellTiter-Fluor protease fluorescence, 24 h; note: potency is the fitted concentration of half-maximal effect; nearly all actives have a fitted effect of over 40% in size
Nrf2 block: Nrf2 pathway inhibition. 2.1% of 360,000 active. A549 ARE-Fluc reporter, luciferase luminescence, 18-24 h. Potency, µM (series often up to 46 µM), for the others: top-dose activity change, negative = inhibition, hits mostly inhibitors. AID 504444; note: potency is the fitted concentration of half-maximal effect; % is set by controls: 0 for no effect and ±100 for the full control effect; nearly all actives have a fitted effect of over 60% in size
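Nrf2 function is reported as luminescence of an ARE-controlled luciferase in A549 cells. Compounds were tested at several concentrations, and a CellTiter-Fluor read on the same wells flagged cytotoxicity.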
A549 tox: A549 cytotoxicity, counter-screen for Nrf2 inhibitors | A549 ARE-Fluc cells, CellTiter-Fluor viability, 18-24 h | Potency, µM (series often up to 46 µM), without a hit: at the highest dose activity change, negative = cytotoxicity, actives largely listed as inhibitors | 0.16% of 390,000 active | AID 504648; note: potency is the fitted concentration of half-maximal effect; % is set by controls: 0 for no effect and ±100 for the full control effect
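A549 ARE-Fluc cells in 5% FBS OPTI-MEM, 5000 cells/well, rested 2 h then exposed to compounds in concentration-response for 18-24 h at 37 °C. Viability by CellTiter-Fluor fluorescence (Ex 405/Em 525) after 30 min; luciferase luminescence (BugLite, 15 min, RT) read afterwards.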
An asterisk follows results filed as active; i = inactive; ? = inconclusive; . = not tested or not shown; [ ] = remark or other dose. Unless noted, calls come from the whole dose curve; as a rule, active = well fitted curve in the direction sought with a large enough effect; inconclusive = small, poorly fitted or top-dose-only effect, or another doubt; inactive = no such curve, though single readings can be large; an effect the other way counts as inactive or inconclusive.

SMILES	CCT chaperon mod	Nrf2 activator	MmCpn inh	TGFb SMAD3 inh	HepG2 viability	pAkt inh	S2 tox	Nrf2 block	A549 tox
CC(=O)Nc1cccc(NC(=O)CCn2c(=O)sc3ccccc32)c1	1.0	0.1%	0.4%	14.5%	2.3%	i	i	3.4%	-0.1%
Cc1ccc(-c2csc3nc4ccc(C(=O)NCCO)cc4c(=O)n23)cc1	-0.3	0.1%	-4.0%	5.0%	13.5%	i	i	10.1%	-0.7%
CCc1cc(C(=O)N(C)CC(=O)Nc2c(Cl)cccc2Cl)sc1C	1.3	-0.8%	-0.8%	0.9%	-8.2%	i	i	-25.4%	-22.1%
Cc1ccc(-c2nnc(COC(=O)c3cc(=O)[nH]c4ccccc34)o2)cc1	-0.9	0.1%	1.7%	-2.5%	-8.6%	i	i	-8.1%	-4.2%
OC[C@@H]1[C@@H](c2ccccc2)C(c2ccccc2)=NN1c1ccccc1	-1.2	5.8%	-3.7%	?	-25.9%	i	.	15.2%	12.9%
CCc1ccc(CCC(=O)Nc2nc(CC(C)=O)ns2)o1	-0.2	0.1%	-0.9%	-16.1%	-6.3%	i	i	0.3%	-4.0%
Cc1ccc(S(=O)(=O)N2CCC(C(=O)N3CCC(C(=O)NCC4CCCO4)CC3)CC2)cc1 (stereo not drawn)	-1.2	-0.3%	0.6%	5.4%	-4.6%	.	i	7.3%	0.4%
O=C(NCC(c1ccco1)N1CCc2ccccc2C1)c1ccc(Cl)cc1 (stereo not drawn)	-1.0	-0.1%	-1.3%	-12.0%	-1.8%	i	i	13.7%	-3.0%
CCc1nnc(NC(=O)CSc2nnc(Cc3cc(=O)[nH]c(=O)[nH]3)n2-c2ccc(OC)cc2)s1	0.6	-0.5%	2.0%	1.7%	-0.5%	i	i	-11.2%	-19.9%
CC(=O)c1c[nH]c2ccc(C)cc2c1=O	-0.5	0.1%	0.1%	-0.4%	-28.1%	i	?	-5.9%	0.3%
Cc1ccc(-n2c(C(C)n3nc(C)c([N+](=O)[O-])c3C)n[nH]c2=S)cc1 (stereo not drawn)	-2.4	-0.1%	2.3%	0.1%	-6.0%	i	i	2.5%	10.7%
CCOc1ccc(NC(=O)c2ccccc2NC(=O)c2cccnc2)cc1	-0.2	0.4%	0.4%	6.6%	31.5%	i	i	-19.5%	4.9%
O=C(Cn1ccccc1=O)c1cccs1	-7.4	0.3%	2.3%	-2.2%	0.4%	i	i	0.8%	18.1%
CCC(C)(C)n1nnnc1C(C(C)C)N1CCC(C(N)=O)CC1 (stereo not drawn)	1.3	-1.2%	1.0%	-0.7%	-5.3%	i	i	.	0.1%
O=C(Cn1ncn2c(cc3ccccc32)c1=O)NCCc1cccs1	0.5	0.1%	4.6%	1.6%	-11.6%	i	i	0.0%	0.0%
Cc1ccc(S(=O)(=O)N2CCC(C(=O)NCCN3CCOCC3)CC2)cc1	0.5	-2.0%	.	12.1%	2.0%	i	i	.	.
COc1cc(C(F)(F)F)c(C(=O)NCc2cccc(Cl)c2)cn1	0.4	-0.2%	1.1%	0.0%	-32.5%	i	i	-4.8%	0.6%
O=c1c(Cc2ccccc2)c(O)nc2n1CCS2	-1.4	0.2%	-7.3%	-9.6%	-21.6%	i	i	?	-9.5%
COc1ccc(-c2nc(N)n(C(=O)c3ccccc3Cl)n2)cc1	0.6	-0.7%	2.7%	-6.6%	-29.6%	i	i	-14.6%	5.0%
O=C(NCCCn1ccnc1)C1CC(c2ccccc2Cl)=NO1 (stereo not drawn)	-0.7	0.2%	0.5%	3.1%	32.6%	i	i	0.9%	-0.3%
CCSC(=O)NC12CC3CC(CC(C3)C1)C2	-3.2	0.3%	.	1.1%	-14.7%	i	i	-18.0%	19.0%
COc1ccc(C(=O)NNC(=O)COc2ccc(Cl)cc2)c(OC)c1	0.4	-0.6%	0.5%	0.0%	-39.1%	i	i	-18.7%	6.0%
CCC(C)C(NC(=O)c1ccccc1NC(=O)c1ccc(C)cc1)C(=O)O (stereo not drawn)	2.0	2.7%	-7.2%	1.0%	-5.2%	i	i	?	7.2%
COc1ccccc1C=NN=C(NN=Cc1ccccc1OC)NN=Cc1ccccc1OC	0.1	6.3%	.	?	-28.5%	i	?	?	?
O=C(/C=C/c1ccc(F)cc1)N1CCN(c2ncccn2)CC1	-2.5	-0.4%	-1.0%	5.5%	-2.5%	i	i	?	-10.1%

4 of these compounds in a different format.
> CCc1nnc(NC(=O)CSc2nnc(Cc3cc(=O)[nH]c(=O)[nH]3)n2-c2ccc(OC)cc2)s1
  CCT chaperon mod = 0.6
  Nrf2 activator = -0.5%
  MmCpn inh = 2.0%
  TGFb SMAD3 inh = 1.7%
  HepG2 viability = -0.5%
  pAkt inh = i
  S2 tox = i
  Nrf2 block = -11.2%
  A549 tox = -19.9%

> CC(=O)c1c[nH]c2ccc(C)cc2c1=O
  CCT chaperon mod = -0.5
  Nrf2 activator = 0.1%
  MmCpn inh = 0.1%
  TGFb SMAD3 inh = -0.4%
  HepG2 viability = -28.1%
  pAkt inh = i
  S2 tox = ?
  Nrf2 block = -5.9%
  A549 tox = 0.3%

> Cc1ccc(-n2c(C(C)n3nc(C)c([N+](=O)[O-])c3C)n[nH]c2=S)cc1 (stereo not drawn)
  CCT chaperon mod = -2.4
  Nrf2 activator = -0.1%
  MmCpn inh = 2.3%
  TGFb SMAD3 inh = 0.1%
  HepG2 viability = -6.0%
  pAkt inh = i
  S2 tox = i
  Nrf2 block = 2.5%
  A549 tox = 10.7%

> CCOc1ccc(NC(=O)c2ccccc2NC(=O)c2cccnc2)cc1
  CCT chaperon mod = -0.2
  Nrf2 activator = 0.4%
  MmCpn inh = 0.4%
  TGFb SMAD3 inh = 6.6%
  HepG2 viability = 31.5%
  pAkt inh = i
  S2 tox = i
  Nrf2 block = -19.5%
  A549 tox = 4.9%

Next section.
SMILES	CCT chaperon mod	Nrf2 activator	MmCpn inh	TGFb SMAD3 inh	HepG2 viability	pAkt inh	S2 tox	Nrf2 block	A549 tox
COC(=O)C(NC(C)=O)(Nc1ccccn1)C(F)(F)F (stereo not drawn)	0.4	-0.9%	-0.7%	?	-9.3%	.	.	4.3%	-2.5%
CC(/C=C/c1ccc(OCc2ccccc2)cc1)=N\O	1.6	9.0%	2.9%	-1.1%	-26.9%	i	i	?	-1.1%
Cn1c(N)c(S(=O)(=O)NCc2ccc(Cl)cc2)c(=O)n(C)c1=O	-1.3	-0.2%	4.3%	-27.1%	-17.3%	i	i	6.3%	-2.9%
CCCCN(C(=O)CN1CCOCC1)c1c(N)n(CC(C)C)c(=O)[nH]c1=O	-2.4	-0.8%	-20.3%	-8.6%	2.1%	i	i	-9.8%	0.2%
COC(=O)c1sc(=S)n(-c2cccc(Cl)c2)c1N	0.5	0.0%	-2.4%	-22.5%	-15.4%	i	i	19.5%	-2.4%
COc1ccc(C(=O)Nc2ccccc2C(=O)NC(Cc2c[nH]c3ccccc23)C(=O)O)cc1 (stereo not drawn)	-4.5	2.7%	1.3%	2.4%	-2.4%	i	i	-1.0%	3.3%
CCN(CC)c1ccc(C=NCCNS(=O)(=O)c2ccc(C)cc2)cc1	-0.1	3.5%	-13.9%	3.4%	4.9%	i	i	9.3%	0.7%
CC1CCCN(C(=O)COC(=O)/C=C/c2ccc(C(F)(F)F)cc2)C1 (stereo not drawn)	2.1	2.4%	-0.2%	17.0%	23.6%	i	i	0.8%	-6.6%
COC(=O)c1ccc(Oc2nc3ccccc3n3c(C)nnc23)cc1	-3.0	0.2%	.	-13.1%	-2.6%	i	i	0.0%	0.0%
COc1ccc(NC(=O)CN(C)S(=O)(=O)c2ccc3[nH]c4c(c3c2)CCCC4)cc1Cl	.	5.1%	.	?	-21.3%	.	?	?	-2.9%
Cc1oc2c(c1C(=O)Nc1cccc(Br)c1)C1=NCCN1C=N2	.	0.7%	.	2.9%	-20.8%	.	i	?	14.8%
CC(C)[C@H](NC(=O)OC(C)(C)C)c1nnc(S(=O)(=O)Cc2c(F)cccc2Cl)o1	0.3	?	-0.3%	11.2µM*	20µM*	i	.	-21.4%	-1.6%[1.84 µM]
CCOC(=O)CCc1c(C)c2ccc(O)cc2oc1=O	-0.1	0.8%	-8.1%	-2.4%	0.3%	i	i	7.9%	9.7%
CCCCc1cc(=O)oc2c(CN3CCCC3)c(O)ccc12	-1.4	-0.8%	-15.2%	-7.7%	-1.1%	i	i	1.8%	-5.2%
CSc1ccc(/C=C/C(=O)c2ccc(O)cc2)cc1	-0.1	?	-0.8%	?	-60.0%	i	i	3.9%	4.8%
COCCCNC(=S)Nc1cc2oc3ccccc3c2cc1OC	-0.2	-0.9%	-1.5%	0.0%	-22.5%	i	?	-13.6%	-2.7%
Cc1[nH][nH]c(=O)c1[C@@H](c1ccccc1[N+](=O)[O-])C(C#N)C#N	-2.0	?	0.3%	-15.2%	-17.4%	i	i	-25.8%	-15.0%
CCc1[nH]nc(C(=O)NC2CCCN(Cc3ccccc3F)C2)c1C (stereo not drawn)	-1.4	0.0%	0.1%	4.2%	0.5%	i	?	0.0%	14.2%
NC(=O)COc1ccc(NC(=O)c2ccccc2-c2ccccc2)cc1	-1.2	-0.7%	0.3%	-26.2%	-23.4%	i	i	-20.1%	9.9%
COc1cc2ncnc(NCc3cccs3)c2cc1OC	-1.8	3.4%	-6.1%	2.9%	1.3%	i	i	-3.6%	-6.7%
COC(=O)c1sccc1NC(=S)Nc1cc(C)ccc1OC	1.0	-0.6%	0.2%	-25.5%	2.6%	i	i	16.3%	-6.8%
Cc1ccc([C@H]2C[C@H](n3cc(COC(=O)c4ccccc4)nn3)[C@@H](O)CN2C(=O)C2CCCCC2)cc1	1.9	0.0%	.	7.7%	-5.8%	i	i	.	.
COc1ccc(-c2cc(-c3nnc(COC(=O)C4CC4)o3)c3ccccc3n2)cc1OC	-2.7	3.1%	-20.3%	?	-29.6%	i	i	-15.0%	-0.5%
